Screening data as filed in PubChem BioAssay.
MT1-MMP act inh – inhibitors of human MT1-MMP activation; HT1080 RFP-PRO-GFP cells, GFP/RFP ratio fluorescence, overnight; percent of plate control window, DMSO zero; actives 0.061% (n = 360,000); GFP/RFP ratio change, % at 20 µM; AID 651647; P50281;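 active = GFP/RFP ratio change of at least 30% with cell ATP level not reduced by more than half and red fluorescence within 50% of control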; note: strong numbers were not always called active
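Test system: HT1080 RFP-PRO-GFP cells; Benchmarks: DMSO and RFP-L50D-GFP cell wells; Timing: cells overnight before dosing, compound overnight, 37 °C, 5% CO2; Compound: one 20 µM compound dose with 1% DMSO; Read-out: GFP/RFP fluorescence ratio.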
MsrA inh – bovine MsrA inhibition; AID 651718; inhibition, % at 15.5 µM; actives 0.75% (n = 360,000); purified bovine MsrA, absorbance read-out; in the data active = inhibition above about 4.5%;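 note: 0% = vehicle wells with enzyme and 100% = reference inhibitor wells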
E coli Lon inh – inhibitors of E. coli Lon protease; P0A9M0; purified E. coli Lon protease, fluorescence polarization; inhibition, % at 7.94 µM; actives 0.42% (n = 360,000); in the data active = inhibition above about 13%, passing the limit was not always enough;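 note: 0% = enzyme with probe and DMSO and 100% = no enzyme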
FAS TE block – inhibitors of human fatty acid synthase thioesterase domain | P49327 | recombinant FAS-TE, OMFH fluorogenic substrate, fluorescence endpoint | inhibition, % at 15 µM | actives 0.67% (n = 360,000) | AID 602261;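 active = compounds whose normalised, plate-corrected inhibition of enzyme fluorescence in the single-dose primary screen is 50% or more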;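 note: 0% = DMSO with enzyme and 100% = substrate without enzyme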
MsrA act – activators of bovine methionine sulfoxide reductase A; purified bovine MsrA, absorbance read-out; activation, % at 10.6 µM; actives 0.3% (n = 360,000); AID 602163; in the data active = activation above about 7.5%;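 note: 0% = vehicle and 100% = reference activator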
SKN-1 inh – C. elegans SKN-1 inhibition | C. elegans VP596 Pgst-4::GFP/RFP ratio, acrylamide-induced, 24 h | inhibition, % at 21.8 µM | actives 0.49% (n = 360,000) | AID 624304;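 active = interference check ratio from 0.5 to 1.5 plus GFP to RFP signal ratio inhibition reaching or exceeding a fixed threshold, cut at about 30% in these data, passing the limit was not always enough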; note: some compounds called inactive have numbers as strong as hits
TbMetRS inhib – blocks T. brucei methionyl-tRNA synthetase activity; actives 0.4% (n = 360,000); purified T. brucei MetRS, ATP depletion, Kinase-Glo luminescence; inhibition, % at 11.9 µM;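 active = inhibition above a per-plate cutoff of the control wells' mean inhibition plus 3 SD, cut at about 5.5% in these data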;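 note: 0% = DMSO wells median and 100% = median of wells with control inhibitor compound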
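Dosing: 11.9 µM compound single dose, 0.9% DMSO; Assay system: purified T. brucei MetRS enzyme; Measured by: Kinase-Glo luciferase luminescence reporting remaining unconsumed ATP; Schedule: 15 min plus 2 h at 25 °C.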
PABP1 MLLE inh – inhibitors of microRNA-mediated deadenylation, human PABP1 MLLE binding | AID 588489 | inhibition, % at 20 µM | GST-MLLE / FITC-PAM2 fluorescence polarization | actives 0.36% (n = 360,000); in the data active = inhibition above about 35%, passing the limit was not always enough;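 note: plate controls were DMSO wells with GST-MLLE for no effect and wells lacking GST-MLLE protein for full effect; some results filed as inactive read as strong as hits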
CendR NRP1 mod – modulators of CendR peptide binding to human neuropilin-1. O14786. FAM-RPARPAR peptide binding to NRP-1, fluorescence polarization. inhibition, % at 25 µM. actives 0.85% (n = 360,000);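 active = inhibition or corrected inhibition above about 18%, plus a signal ratio from 0.5 to 1.5, limit read from the data, passing the limit was not always enough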; note: strong numbers were not always called active
Target sequence (O14786 whole entry, looked up): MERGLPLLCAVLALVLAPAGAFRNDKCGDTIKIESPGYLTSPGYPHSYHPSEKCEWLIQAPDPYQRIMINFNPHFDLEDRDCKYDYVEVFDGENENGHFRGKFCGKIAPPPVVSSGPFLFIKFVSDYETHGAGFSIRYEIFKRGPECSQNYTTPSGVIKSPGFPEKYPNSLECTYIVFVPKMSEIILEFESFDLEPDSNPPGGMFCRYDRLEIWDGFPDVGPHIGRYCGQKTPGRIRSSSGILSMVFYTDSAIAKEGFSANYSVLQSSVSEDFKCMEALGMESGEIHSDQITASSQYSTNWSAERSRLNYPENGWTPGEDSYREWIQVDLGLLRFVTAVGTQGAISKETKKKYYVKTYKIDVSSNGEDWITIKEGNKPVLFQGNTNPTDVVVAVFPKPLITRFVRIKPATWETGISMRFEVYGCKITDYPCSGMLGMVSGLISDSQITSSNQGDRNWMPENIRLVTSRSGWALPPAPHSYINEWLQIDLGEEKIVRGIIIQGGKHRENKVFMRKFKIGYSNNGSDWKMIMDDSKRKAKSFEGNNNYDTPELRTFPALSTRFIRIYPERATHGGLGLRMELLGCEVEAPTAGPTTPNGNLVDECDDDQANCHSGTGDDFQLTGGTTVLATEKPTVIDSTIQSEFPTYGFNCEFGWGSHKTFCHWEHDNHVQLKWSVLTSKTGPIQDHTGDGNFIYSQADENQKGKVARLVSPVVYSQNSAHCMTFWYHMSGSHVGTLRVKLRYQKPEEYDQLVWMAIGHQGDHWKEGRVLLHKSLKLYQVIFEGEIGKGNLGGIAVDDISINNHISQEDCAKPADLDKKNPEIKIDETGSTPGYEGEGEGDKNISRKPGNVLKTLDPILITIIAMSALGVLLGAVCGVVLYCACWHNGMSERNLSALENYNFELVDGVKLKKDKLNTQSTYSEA
Numbers without * were called inactive; . = not tested or not shown; + = active, no number.

compound,SKN-1 inh,MsrA inh,E coli Lon inh,MsrA act,MT1-MMP act inh,CendR NRP1 mod,FAS TE block,TbMetRS inhib,PABP1 MLLE inh
CC1=Nn2c(nnc2-c2ccccc2)SC1,11,0.1,8,-3,-2,-4,-9,-0.5,-49
Cc1ccnc(NC(=O)CCNC(=O)c2ccccc2Cl)c1,-9,1.6,-3,-9,-2,7,-7,-0.4,-8
Cc1cc(C)c(NC(=O)CCCOC(=O)C2=COCCO2)c(C)c1,-19,0.2,14,4,-2,5,-7,0.3,-3
COCCOC(=O)c1c(NC(=O)CNc2ccc(C)c(F)c2)sc(C(N)=O)c1C,-8,2.8,-3,-3,4,-3,-2,0.1,1
COc1ccc(/C=C/C(=O)N(CC(C)C)CC(C)C)cc1Br,4,-0.2,-1,1,-7,-2,22,-0.7,-5
COC(=O)c1ccc(OC)c(CSc2nnc(COc3cccc(C)c3)o2)c1,-11,0.3,-7,-7,2,-16,23,-0.5,-5
CCOC(=O)COC(=O)c1ccc(Oc2cc(C)nc(SC)n2)cc1,11,1.7,-7,-1,-4,5,10,-0.5,-2
COC(=O)CCCC1=CC2=CC(=O)C(C)(OC(=O)c3cccs3)C(=O)C2=CN1CCN1CCOCC1 (stereo unspecified),34,3.0,15,-3,13,10,-3,-0.1,23

The results go on:
compound,SKN-1 inh,MsrA inh,E coli Lon inh,MsrA act,MT1-MMP act inh,CendR NRP1 mod,FAS TE block,TbMetRS inhib,PABP1 MLLE inh
O=C(c1ccco1)N1CCN(C(=O)C2CC(c3ccc(Cl)c(Cl)c3)=NO2)CC1 (stereo unspecified),-1,1.0,-9,-5,-2,-20,10,0.2,-1
Cc1ccc2cc(C(=O)O)c(C)nc2c1,14,0.2,0,-6,0,-2,-4,-0.2,-10
Cc1cccc(C(=O)c2cn[nH]c2-c2ccc(C)cc2O)c1,7,-0.1,-3,-2,-1,4,-53,-0.1,-5
COc1ccc(C(=O)COC(=O)CNC(=O)C2CCCCC2)c(OC)c1,10,0.2,-4,2,-2,4,-1,-0.2,-4
COc1cccc(NC(=O)c2cc(=O)c3ccccc3o2)c1,22,1.0,-1,-5,-1,1,-5,-0.9,11
COC(=O)C1=C(N)Oc2cc(C)n(Cc3ccncc3)c(=O)c2C1c1cccnc1 (stereo unspecified),0,-0.1,-7,0,3,-5,-2,0.5,-8
COc1cc([C@@H]2CC=C(C(=O)O)[C@H](c3ccc(C)cc3)N2S(=O)(=O)c2ccc(C)cc2)cc(OC)c1OC,6,-0.3,-4,0,3,-3,-9,-1.3,11
Cc1ccc(-c2nnn(C/C(N)=N/O)n2)cc1,5,0.6,-3,-3,4,5,-9,2.1,-6

Further structures.
compound,SKN-1 inh,MsrA inh,E coli Lon inh,MsrA act,MT1-MMP act inh,CendR NRP1 mod,FAS TE block,TbMetRS inhib,PABP1 MLLE inh
Cc1ccc(C(=O)Nc2nc3ccccc3s2)s1,5,1.5,-1,-1,-9,-5,4,-0.6,-13
Cc1cccc(C(=O)Oc2ccc(/C=N/NC(=O)Cc3ccc([N+](=O)[O-])cc3)cc2)c1,-8,1.1,3,-10,-1,7,-4,-1.1,3
CCOC(=O)c1sc(Nc2ccc(F)cc2)nc1C,3,1.4,6,-2,-1,-1,6,-0.2,-25
O=C1CC(N2CCN(c3ccc(Cl)c(Cl)c3)CC2)C(=O)N1 (stereo unspecified),9,-0.2,8,-4,5,-7,-1,1.0,14
S=C(NCCCN1CCOCC1)Nc1cccc(-c2nnc3n2CCCCC3)c1,6,-0.6,5,-13,2,-4,-9,-1.0,19
ON=Cc1ccnc2ccccc12,-1,-0.3,-3,8,-2,-6,-11,-0.1,2
CN(C)c1nc(C=C(C#N)C#N)c(Cl)n1-c1ccc(F)cc1,9,0.4,8,-3,12,-7,2,-0.4,-10
Cc1cccc(Oc2ccccc2NS(=O)(=O)c2ccc(CCC(=O)O)cc2)c1,7,-0.9,-4,-2,-5,-9,8,-0.1,3

Other results:
compound,SKN-1 inh,MsrA inh,E coli Lon inh,MsrA act,MT1-MMP act inh,CendR NRP1 mod,FAS TE block,TbMetRS inhib,PABP1 MLLE inh
CN(C)CCNc1ccc2ncn3c4ccc(O)cc4c(=O)c1c23,-27,-0.3,+,6,-42,140,-62,0.2,186
Brc1ccccc1-c1nnc(COc2ncnc3c2cnn3-c2ccccc2)o1,-2,.,-5,-7,6,-18,-6,-1.4,-5
O=C(/C=C/c1ccc2c(c1)OCO2)Nc1cccnc1,-5,3.5,-14,-6,-1,-2,-3,-0.7,0
Cc1[nH]c2ccccc2c1C(=O)COC(=O)CCS(=O)(=O)c1ccccc1Cl,13,0.3,-6,2,-6,-17,5,0.8,0
O=C1CCc2cc(S(=O)(=O)N3CCN(c4cccc(C(F)(F)F)c4)CC3)ccc2N1,-18,.,-2,-3,2,-3,-3,-0.9,3
CS(=O)(=O)N(CC(=O)O)Cc1cccc(CN(CC(=O)O)S(C)(=O)=O)c1,-6,-0.2,7,-4,.,10,-5,-0.3,8
COc1ccc(OC)c(NC(=O)Cc2coc3cc(C)cc(C)c23)c1,5,0.5,7,-5,3,-5,29,-0.9,5
Cn1nc(C(=O)NCc2cccnc2)c2ccccc2c1=O,19,0.1,4,-2,17,11,-4,0.1,-7

Continued:
compound,SKN-1 inh,MsrA inh,E coli Lon inh,MsrA act,MT1-MMP act inh,CendR NRP1 mod,FAS TE block,TbMetRS inhib,PABP1 MLLE inh
COc1ccc(CN2CCNC(=O)C2CC(=O)NCCCC2CCCC2)c(F)c1 (stereo unspecified),19,-0.1,0,-3,-3,6,14,-0.4,-4
Cc1cccc(CN2C3=NCCCN3c3ccccc32)c1,3,-0.8,-5,-2,-2,8,-3,-0.6,0
COc1cc(/C=C(\C#N)c2nc3ccccc3[nH]2)cc(Br)c1OCc1ccc(F)cc1,-11,0.0,1,-2,-3,0,1,0.4,-2
O=C(Nc1ccnn1C1CCN(CCCc2ccccc2)CC1)c1cccc(F)c1,3,0.4,-5,-4,1,9,-4,0.0,-4
O=C(CS(=O)(=O)c1cn(CC(=O)N2CCCC2)c2ccccc12)Nc1ccccc1,22,0.0,5,-4,-3,12,-6,-0.3,11
CC1CCN(S(=O)(=O)c2ccc(NC(=O)CN3CCCCCC3)cc2)CC1,9,-1.3,-12,-1,-3,-6,5,-0.1,-7
COc1ccc2ccccc2c1/C=N\NC(=O)c1ccc(C)s1,-3,1.6,3,-4,-2,-9,19,-0.2,-4
COc1ccccc1-n1nnnc1SCC(=O)NCC1(N2CCOCC2)CCCCC1,-9,0.0,-17,-2,0,-7,-2,-0.3,-8

Additional compounds:
compound,SKN-1 inh,MsrA inh,E coli Lon inh,MsrA act,MT1-MMP act inh,CendR NRP1 mod,FAS TE block,TbMetRS inhib,PABP1 MLLE inh
NC(=O)C1CCN(C(=O)CCC(=O)c2cccs2)CC1,-6,1.4,11,-7,0,2,-4,-0.3,-8
CC1CCCCN1C(=O)COC(=O)c1ccc(=O)n(Cc2ccccc2)n1 (stereo unspecified),7,1.1,11,-3,0,2,-4,-0.5,-16
CN1C(=O)[C@@](O)(CC(=O)c2ccccc2)c2cc(Br)ccc21,-10,-1.5,.,.,1,-12,.,0.1,.
O=C(Nc1ccccc1)C1C2/C=C\CCCCC21 (stereo unspecified),-8,-1.3,-2,-7,1,-5,5,-0.6,16
O=C1NC(c2ccccc2)=CC(c2ccccc2O)N1 (stereo unspecified),-2,1.0,2,-2,-3,2,-10,-0.1,4
Cc1nn(Cc2c(Cl)cccc2Cl)c(C)c1NC(=O)CCCn1nc([N+](=O)[O-])c(Cl)c1C,6,0.2,4,-11,3,8,35,-1.4,0
CCCCN(CC)S(=O)(=O)c1ccc2c(c1)n(C)c(=O)c(=O)n2C,-3,-0.7,-13,-3,-2,6,2,1.7,-1
COc1ccc2cc(C(=O)C3CCCN(C(=O)c4snnc4C)C3)ccc2c1 (stereo unspecified),2,1.5,2,-4,1,-6,9,-0.4,0

Continuation:
compound,SKN-1 inh,MsrA inh,E coli Lon inh,MsrA act,MT1-MMP act inh,CendR NRP1 mod,FAS TE block,TbMetRS inhib,PABP1 MLLE inh
CCOc1ccc(-c2cc(NC(=O)c3c(F)cccc3F)c(C(=O)O)s2)cc1,-10,2.5,-5,-13,-2,-4,-1,-1.9,-1
CC(C)(C)N(Cc1ccccc1)C(=O)COC(=O)CSc1ccc([N+](=O)[O-])cc1,-19,2.5,-10,-4,-1,-4,40,-0.2,1
Cc1ccc(N2C(=O)c3ccccc3NC2c2ccccc2O)cc1 (stereo unspecified),-7,-0.1,4,-12,-4,17,0,-1.7,-11
CN(C)/C=N/c1c(C#N)cnn1-c1ncnc2sc(-c3ccccc3)cc12,7,1.4,-2,1,-10,3,40,-0.2,8
CN1CCC(N2CCN(c3cccc(C(F)(F)F)c3)CC2)CC1,0,-0.1,-18,-5,7,1,-5,-0.5,10
CCCn1c(=O)c2c(nc3n2CCCN3CCc2ccccc2)n(C)c1=O,8,-0.5,4,-12,.,-1,2,-2.2,-20
CC1(C(=O)NS(=O)(=O)Cc2ccccc2C(F)(F)F)CCN1C(=O)c1ccccc1 (stereo unspecified),-1,-0.4,1,-9,4,14,-9,-0.5,7
COc1ccc(C(=O)NCC(=O)OCc2ccccc2F)cc1,-6,0.1,7,-3,2,-14,-3,-0.4,-3

(continued)
compound,SKN-1 inh,MsrA inh,E coli Lon inh,MsrA act,MT1-MMP act inh,CendR NRP1 mod,FAS TE block,TbMetRS inhib,PABP1 MLLE inh
CCC(C)NS(=O)(=O)c1ccc(NC(=O)c2c(-c3ccccc3)noc2C)cc1 (stereo unspecified),-2,0.7,-5,-4,-3,10,13,0.4,2
Cc1cccc(NC(=O)CSc2nc3[nH]ncc3c(=O)[nH]2)c1,9,-0.6,12,-3,-3,-3,-16,0.8,-3
Cc1ccc(/C=N/n2c(-c3ccco3)n[nH]c2=S)cc1,17,1.5,0,2,-1,-8,-5,-0.1,-16
CN1CCN(C(=O)CSc2nc3c(c(=O)n(C)c(=O)n3C)n2C)CC1,8,-0.7,3,0,-4,4,1,-0.9,6
COc1ccc2cc(C3(C)NC(=O)N(CC(=O)NCC(F)(F)F)C3=O)ccc2c1 (stereo unspecified),-24,1.9,-2,-4,-1,-2,-6,-1.4,-10

Some of the entries so far, with values under each structure:
Values run as follows: SKN-1 inh	MsrA inh	E coli Lon inh	MsrA act	MT1-MMP act inh	CendR NRP1 mod	FAS TE block	TbMetRS inhib	PABP1 MLLE inh
- O=C(Nc1ccnn1C1CCN(CCCc2ccccc2)CC1)c1cccc(F)c1
  3	0.4	-5	-4	1	9	-4	0.0	-4
- CCOC(=O)c1sc(Nc2ccc(F)cc2)nc1C
  3	1.4	6	-2	-1	-1	6	-0.2	-25
